Compound activity deposited in PubChem BioAssay by Broad Institute.
T cruzi growth = blocks T. cruzi growth in NIH3T3 culture; 77,000 compounds, 5.9% hits; inhibition, % at 8.34 µM; T. cruzi beta-gal in NIH3T3, GalScreen luminescence, 90 h;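 active = mean inhibition above about 93%, with at least 55% of replicates each passing it, limit read from the data, passing the limit was not always enough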
C diff growth = inhibitors of Clostridium difficile growth | Clostridium difficile clinical isolate growth, OD600, 24 h; active compounds read low | growth activity, negative = inhibition, % at 16 µg/mL (by protocol) | AID 1259249 | 86,000 compounds, 0.25% hits;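 active = mean growth activity at or below -80% and every replicate also at or below -80%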;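 note: 0% = DMSO wells and -100% = levofloxacin 16 µg/mL wells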
GASC1 inh = blocks human GASC-1 (KDM4C) demethylase activity; inhibition, % at 12.5 µM; AID 720574; 96,000 compounds, 0.15% hits; GST-KDM4C 2-372, H3K9me3 peptide, LANCE TR-FRET;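 active = mean replicate inhibition above about 25%, with at least 55% of replicates also reaching it, limit read from the data, passing the limit was not always enough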
Target sequence (Q9H3R0 2-372 limits assumed): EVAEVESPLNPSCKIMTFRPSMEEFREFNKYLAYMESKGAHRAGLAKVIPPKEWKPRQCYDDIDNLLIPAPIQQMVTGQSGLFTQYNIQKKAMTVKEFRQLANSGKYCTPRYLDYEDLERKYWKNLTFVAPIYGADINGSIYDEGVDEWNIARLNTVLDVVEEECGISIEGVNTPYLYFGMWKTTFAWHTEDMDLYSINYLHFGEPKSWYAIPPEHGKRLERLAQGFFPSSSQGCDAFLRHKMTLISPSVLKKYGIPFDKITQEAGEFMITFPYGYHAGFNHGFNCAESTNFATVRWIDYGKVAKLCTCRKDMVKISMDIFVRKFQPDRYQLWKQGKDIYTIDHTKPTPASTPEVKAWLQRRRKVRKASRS
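Compound: one test concentration per compound; Material: GST-GASC-1 enzyme fragment 2-372; Amount: GASC-1 enzyme at 10 nM final in reaction; Also added: H3K9me3 peptide substrate, Fe(II), 2-oxoglutarate; Technique: LANCE TR-FRET; Times: 30 min demethylation and 1 h detection at room temperature.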
Pf Dd2 inh = inhibitors of Plasmodium falciparum Dd2 growth | P. falciparum Dd2 growth, SYBR Green, 72 h; active compounds read low | activity change, % at 10 µM | 94,000 compounds, 2.3% hits | AID 1159554; in the data active = activity change below about -80%
* hit, by the source's call; / = no result given; & = joins results of further samples.

Structure | GASC1 inh | Pf Dd2 inh | T cruzi growth | C diff growth
CN(C)C(=O)C[C@@H]1C[C@@H]2c3cc(NC(=O)NC4CCCC4)ccc3O[C@@H]2[C@H](CO)O1 | 3.2 | 23 | 34 | 1
COc1ccc(CNC(=O)C[C@@H]2C=C[C@@H](NC(=O)CN(C)C)[C@H](CO)O2)cc1 | 0.0 | 0 | 17 | -4
CS(=O)(=O)Nc1ccc2c(c1)[C@@H]1C[C@@H](CC(=O)NC3CCCCC3)O[C@@H](CO)[C@@H]1O2 | -3.5 | -17 | 14 | /
Cc1ccc(S(=O)(=O)N(C)C[C@@H]2Oc3ccc(NC(=O)Nc4ccccc4)cc3CC(=O)N([C@@H](C)CO)C[C@H]2C)cc1 | -0.8 | -77 | 4 | -2
O=S(=O)(Cc1ccccc1)N1CCCCN2[C@H](C1)[C@H](c1ccc(-c3ccncc3)cc1)[C@@H]2CO | 0.5 | -22 | -26 | 5
CC(C)NC(=O)N1[C@H](CO)[C@H]2c3ccccc3N(C(=O)Nc3ccc(Cl)cc3)C[C@H]21 | -0.5 | 13 | -2 | -3
O=C(Nc1cc(F)ccc1F)N[C@@H]1CC[C@H](CC(=O)N2CCc3ccccc3C2)O[C@H]1CO | 4.9 | -22 | 36 | /
O=C(C[C@H]1C=C[C@H](NC(=O)Nc2cc(F)ccc2F)[C@H](CO)O1)Nc1ccccc1 | -0.8 | 11 | 17 | /
CCCNC(=O)Nc1ccc2c(c1)OC[C@@H](C)N(C(C)=O)C[C@H](C)[C@H](OC)CN(C)C2=O | 1.5 | 21 | -8 | 2
N#C[C@@H]1[C@@H](c2ccc(-c3cncnc3)cc2)[C@H](CO)N1C(=O)Cc1ccccc1 | 2.7 | 16 | 6 | -9

Complete entries as entered above. Values in the order: GASC1 inh	Pf Dd2 inh	T cruzi growth	C diff growth
N#C[C@@H]1[C@@H](c2ccc(-c3cncnc3)cc2)[C@H](CO)N1C(=O)Cc1ccccc1 in the list: 2.7	16	6	-9
O=C(C[C@H]1C=C[C@H](NC(=O)Nc2cc(F)ccc2F)[C@H](CO)O1)Nc1ccccc1 in the list: -0.8	11	17	/
CC(C)NC(=O)N1[C@H](CO)[C@H]2c3ccccc3N(C(=O)Nc3ccc(Cl)cc3)C[C@H]21 in the list: -0.5	13	-2	-3
COc1ccc(CNC(=O)C[C@@H]2C=C[C@@H](NC(=O)CN(C)C)[C@H](CO)O2)cc1 in the list: 0.0	0	17	-4
CCCNC(=O)Nc1ccc2c(c1)OC[C@@H](C)N(C(C)=O)C[C@H](C)[C@H](OC)CN(C)C2=O in the list: 1.5	21	-8	2

Sorted by heavy-atom count (largest number first): part of the list above
Structure | GASC1 inh | Pf Dd2 inh | T cruzi growth | C diff growth
O=C(Nc1cc(F)ccc1F)N[C@@H]1CC[C@H](CC(=O)N2CCc3ccccc3C2)O[C@H]1CO | 4.9 | -22 | 36 | /
CS(=O)(=O)Nc1ccc2c(c1)[C@@H]1C[C@@H](CC(=O)NC3CCCCC3)O[C@@H](CO)[C@@H]1O2 | -3.5 | -17 | 14 | /
COc1ccc(CNC(=O)C[C@@H]2C=C[C@@H](NC(=O)CN(C)C)[C@H](CO)O2)cc1 | 0.0 | 0 | 17 | -4

Next section:
Structure | GASC1 inh | Pf Dd2 inh | T cruzi growth | C diff growth
CC=Cc1ccc2n(c1=O)C[C@H]1[C@H](CO)[C@@H](C(=O)NCC)N(CC3CCOCC3)[C@@H]21 (mixture of isomers) | 4.0 | / | 9 | 1
O=C(c1cccc(F)c1)N1CC[C@@H]2[C@@H](CO)Nc3ccc(-c4cccc(F)c4)cc3[C@@H]21 | -2.2 | -20 | 16 | 79
CCCNC(=O)N[C@@H]1C=C[C@H](CC(=O)NC2CCC2)O[C@@H]1CO | 0.9 | 8 | / | 0
Cc1ccccc1S(=O)(=O)NCC[C@@H]1CC[C@@H](NC(=O)C2CCCCC2)[C@@H](CO)O1 | -1.6 | 6 | -53 | -2
C[C@@H](NC(=O)C[C@@H]1C=C[C@@H](NC(=O)c2cccnc2)[C@@H](CO)O1)c1ccccc1 | -1.9 | 0 | 9 | 1
O=C(Cc1ccncc1)N[C@@H]1CC[C@@H](CCn2cc(-c3ccccc3F)nn2)O[C@H]1CO | -2.1 | -16 | -10 | /
OC[C@H]1[C@@H](c2ccc(-c3ccccc3F)cc2)[C@@H]2CN(Cc3cncnc3)CCCCN12 | -1.1 | -5 | 45 | -12
Cc1ccccc1-c1cnc2c(c1)C(=O)N([C@H](C)CO)C[C@H](C)[C@@H](CN(C)Cc1cccnc1)O2 | -1.2 | -13 | / | 9
CN1C[C@@H]2[C@H](c3ccccc31)[C@@H](CO)N2C(=O)C1CCCCC1 | 1.0 | -10 | 62 | -7
O=C(C[C@@H]1CC[C@H](NC(=O)Cc2ccccn2)[C@@H](CO)O1)NCCc1ccccc1 | -0.1 | / | / | 0
O=C(C[C@H]1CC[C@H]2[C@@H](COC[C@@H](O)CN2C(=O)Nc2cccc(Cl)c2)O1)NCC1CCCCC1 | 0.8 | 2 | -2 | 5
CN1c2ccc(C3=CCCCC3)cc2[C@H]2[C@H](CCN2C(=O)NC2CCCC2)[C@@H]1CO | / | -60 | / | 11
COc1cccc(S(=O)(=O)N2CCCCN3[C@H](CO)[C@@H](c4ccc(-c5cncnc5)cc4)[C@H]3C2)c1 | -0.6 | -2 | 54 | 4
C/C=C/c1ccc([C@@H]2[C@@H](CN(C)C(=O)CC)N(C(=O)C3CC3)[C@H]2CO)cc1 | 1.7 | 8 | 86 | -2
C[C@H](CO)N1C[C@H](C)[C@H](CN(C)Cc2ccc(Oc3ccccc3)cc2)Oc2cc(-c3ccncc3)ccc2S1(=O)=O | -1.2 | -75 | 124* | 28
Cc1noc(C)c1NC(=O)Nc1ccc2c(c1)C(=O)N([C@H](C)CO)C[C@H](C)[C@@H](CN(C)C(=O)Nc1c(C)noc1C)O2 | -1.2 | 62 | / | 1
COc1cccc(S(=O)(=O)N(C)C[C@H]2Oc3cc(C4=CCCC4)ccc3S(=O)(=O)N([C@H](C)CO)C[C@H]2C)c1 | -0.8 | -28 | 65 | 5
Cc1noc(C)c1NC(=O)Nc1cccc2c1O[C@H](CN(C)Cc1ccc(-c3ccccc3)cc1)[C@@H](C)CN([C@@H](C)CO)C2=O | 0.2 | -13 | 49 | -9
CN1C(=O)c2cc(NC(=O)c3cnccn3)ccc2OC[C@H]2O[C@H](CC(=O)NCC3CCCCC3)CC[C@H]21 | 5.0 | / | -8 | /
C[C@H]1CCCCO[C@@H](CN(C)Cc2ccc3c(c2)OCO3)[C@@H](C)CN([C@@H](C)CO)C(=O)c2cc(NS(=O)(=O)c3ccc(Cl)cc3)ccc2O1 | 0.4 | -61&-19 | 85&-57 | /
C[C@H](CO)N1C[C@H](C)[C@@H](CN(C)C(=O)Nc2ccc3c(c2)OCO3)Oc2c(NC(=O)C3CCCCC3)cccc2C1=O | -1.2 | 18 | 37 | 1
N#C[C@H]1[C@H](c2ccc(C#CC3CC3)cc2)[C@H](CO)N1C(=O)Cc1ccccn1 | 1.3 | -43 | 105* | -2
O=C(CN1CCOCC1)N1CC(=O)N2[C@H](CO)[C@@H](c3ccc(-c4ccccc4)cc3)[C@H]2C1 | -0.4 | 0 | / | -7
CCCNC(=O)[C@H]1[C@H](CO)[C@H]2Cn3c(ccc(-c4ccc(F)cc4)c3=O)[C@@H]1N2C(=O)NC(C)C | -3.0 | / | 68 | -4
O=C(CN1CCOCC1)N1C[C@@H]2N[C@H](C1)C2c1ccc(-c2ccncc2)cc1 (stereo partly specified) | -1.6 | 69 | / | -10
C[C@@H]1CN([C@H](C)CO)S(=O)(=O)c2ccc(/C=C/c3ccccc3)cc2O[C@@H]1CN(C)C(=O)C1CC1 | -0.7 | -20 | 24 | 14
CC(C)NC(=O)N(C)C[C@@H]1OCCCC[C@H](C)Oc2ccc(NC(=O)CCC(F)(F)F)cc2C(=O)N([C@H](C)CO)C[C@@H]1C | 3.9 | 2 | -14 | -3
CC(C)NC(=O)Nc1ccc2c(c1)CC(=O)N([C@H](C)CO)C[C@H](C)[C@H](CN(C)C(=O)Nc1ccccc1)O2 | -0.2 | 7 | -4 | -6
CN1CCN(C(=O)[C@@H]2[C@@H](CO)[C@@H]3Cn4c(ccc(C5=CCCCC5)c4=O)[C@H]2N3S(C)(=O)=O)CC1 | 1.6 | / | 95 | 1
C[C@H](O)C#Cc1cnc2c(c1)C(=O)N([C@H](C)CO)C[C@H](C)[C@H](CN(C)C(=O)CN(C)C)O2 | -0.1 | 30 | -3 | 0
C[C@H]1CN([C@@H](C)CO)C(=O)c2cc(NC(=O)Cc3ccccc3)ccc2O[C@@H]1CN(C)CC1CC1 | -1.6 | 2 | / | -11
Cc1noc(C)c1S(=O)(=O)Nc1ccc2c(c1)C(=O)N([C@H](C)CO)C[C@@H](C)[C@H](CN(C)C(=O)Nc1ccc(F)cc1)OCCCC[C@H](C)O2 | 13 | -76 | -31 | 9
Cc1noc(C)c1S(=O)(=O)N(C)C[C@@H]1Oc2c(NC(=O)C3CC3)cccc2C(=O)N([C@H](C)CO)C[C@@H]1C | 1.2 | 31 | 48 | 2
CCCC#Cc1cnc2c(c1)C(=O)N([C@H](C)CO)C[C@H](C)[C@H](CN(C)Cc1ccccc1F)O2 | 0.7 | -29 | 38 | 2
O=C(CC1CC1)N1[C@H](CO)[C@H]2c3ccccc3N(S(=O)(=O)c3ccccc3F)C[C@H]21 | 0.9 | 29 | 13 | -6
O=C(C[C@@H]1CC[C@H]2[C@@H](COC[C@H](O)CN2C(=O)Cc2ccccc2)O1)NC1CCC1 | -0.7 | -26 | 17 | /
Cc1ccc(CN2CC(=O)N3[C@H](C2)[C@H](c2ccc(-c4ccccc4F)cc2)[C@@H]3CO)cc1 | -4.9 | 18 | / | 24
Cc1ccc(S(=O)(=O)Nc2ccc3c(c2)C(=O)N([C@@H](C)CO)C[C@@H](C)[C@H](CN(C)C(=O)NC2CCCCC2)OCCCC[C@@H](C)O3)cc1 | -2.1 | 8 | 87 | 4
COc1cccc(NC(=O)N[C@@H]2CC[C@H](CC(=O)N3CCCCC3)O[C@@H]2CO)c1 | -0.2 | 16 | -7 | /
O=C(C[C@H]1C=C[C@@H](NC(=O)Nc2ccc3c(c2)OCO3)[C@H](CO)O1)NCc1ccc(F)cc1 | -1.4 | 20 | -2 | 1
CCC(=O)N(C)C[C@@H]1Oc2cc(C#Cc3ccccc3)ccc2S(=O)(=O)N([C@@H](C)CO)C[C@H]1C | -2.4 | -72 | / | -2
O=C(c1ccccc1)N1CC(=O)N2[C@H](CO)[C@H](c3ccc(C4=CCCC4)cc3)[C@@H]2C1 | 0.5 | -35 | / | -5
O=C(C[C@@H]1CC[C@@H]2[C@H](COC[C@H](O)CN2S(=O)(=O)c2ccc(Cl)cc2)O1)N[C@H]1CCN(Cc2ccccc2)C1 | -1.3 | -30 | -21 | /
COc1cccc(NC(=O)N(C)C[C@@H]2Oc3ncc(C4=CCCCC4)cc3C(=O)N([C@@H](C)CO)C[C@@H]2C)c1 | 0.3 | -10 | 20 | -6
C[C@H](CO)N1C[C@H](C)[C@H](CN(C)Cc2ccc3c(c2)OCO3)Oc2ncc(-c3ccccc3)cc2C1=O | -3.0 | -2 | -1 | 4
COCC(=O)N(C)C[C@@H]1Oc2cc(Br)ccc2S(=O)(=O)N([C@@H](C)CO)C[C@@H]1C | -0.5 | 28 | 9 | 4
C[C@@H]1CN([C@H](C)CO)C(=O)Cc2cc(NC(=O)Cc3ccccc3)ccc2O[C@H]1CN(C)S(=O)(=O)c1ccc(Cl)cc1 | -0.1 | -34 | -12 | -3
CCN1[C@H](C(=O)Nc2ccccc2)[C@@H](CO)[C@@H]2Cn3c(ccc(-c4ccncc4)c3=O)[C@@H]21 | 1.3 | -4 | 14 | 2
C[C@@H]1CN([C@H](C)CO)C(=O)c2cc(NS(=O)(=O)c3cccs3)ccc2O[C@@H]1CN(C)C | 0.5 | 11 | 38 | -2
C[C@@H]1CN([C@H](C)CO)S(=O)(=O)c2ccc(-c3cccnc3)cc2O[C@H]1CN(C)C(=O)NC1CCCCC1 | 0.0 | -18 | -3 | 4

More compounds follow.
Structure | GASC1 inh | Pf Dd2 inh | T cruzi growth | C diff growth
O=C(C[C@@H]1CC[C@@H](NC(=O)Nc2cccc(F)c2)[C@H](CO)O1)NCC1CC1 | 0.8 | -4 | 37 | /
CC(=O)N(C)C[C@@H]1Oc2cc(-c3ccncc3)ccc2S(=O)(=O)N([C@H](C)CO)C[C@@H]1C | 0.4 | -4 | 38 | -2
CCCN(C)C[C@H]1Oc2ncc(-c3cccc(C(=O)N(C)C)c3)cc2C(=O)N([C@@H](C)CO)C[C@@H]1C | 0.9 | -20 | -15 | -6
Cc1ccccc1-c1cnc2c(c1)C(=O)N([C@H](C)CO)C[C@H](C)[C@@H](CN(C)C(=O)c1ccncc1)O2 | 0.3 | 11 | 0 | 1
COc1ccccc1-c1cn(CC[C@@H]2CC[C@H](NC(=O)C3CCCCC3)[C@@H](CO)O2)nn1 | 4.0 | 2 | -11 | -3
COCC(=O)Nc1ccc2c(c1)[C@H]1C[C@H](CC(=O)NCCN3CCCCC3)O[C@@H](CO)[C@H]1O2 | -2.4 | 16 | 1 | -1
